Screening data: PubChem BioAssay, Sanford-Burnham Center for Chemical Genomics
hIAP block – human IAP inhibition | purified IAP, CDP-Star luminescence, 30 min | inhibition, % at 10 µM | actives 0.12% (n = 330,000);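 active = inhibition reaching a set limit with compound at 10 µM in the primary screen, cut at about 35% in these data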;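 note: plate controls were DMSO wells with enzyme for no effect and no-enzyme buffer wells for full effect; values of inactives mirror those of a sister screen read the other way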
APOBEC3G inh – APOBEC3G (human) deaminase inhibition | recombinant A3G, ssDNA deamination FAM/TAMRA fluorescence | inhibition, % at 20 µM | actives 0.28% (n = 330,000) | AID 493012;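 active = inhibition of at least 40% at 20 µM, with no more than 30% in the related APOBEC3A deaminase screen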;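 note: plate controls were DMSO wells with A3G for no effect and wells lacking A3G enzyme for full effect; some compounds called inactive have numbers as strong as hits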
Target sequence (Q9HC16 whole entry, looked up): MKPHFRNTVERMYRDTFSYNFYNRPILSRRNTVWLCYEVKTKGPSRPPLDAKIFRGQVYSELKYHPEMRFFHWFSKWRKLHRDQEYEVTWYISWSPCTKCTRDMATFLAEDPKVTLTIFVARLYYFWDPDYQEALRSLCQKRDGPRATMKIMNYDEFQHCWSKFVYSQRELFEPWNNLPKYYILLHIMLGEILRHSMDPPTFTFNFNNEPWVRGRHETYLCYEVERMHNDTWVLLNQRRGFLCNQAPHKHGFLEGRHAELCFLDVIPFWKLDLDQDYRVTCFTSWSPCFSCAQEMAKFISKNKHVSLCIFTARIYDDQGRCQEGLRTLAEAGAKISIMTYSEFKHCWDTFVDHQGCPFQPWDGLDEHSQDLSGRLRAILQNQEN
mIAP block – mouse IAP inhibition; purified mouse IAP, CDP-Star luminescence, 30 min; inhibition, % at 10 µM; actives 0.2% (n = 330,000);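 active = inhibition of at least 40% at 10 µM in the primary screen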;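 note: plate controls were DMSO with enzyme for no effect and no enzyme wells for full effect; values of inactives mirror those of a sister screen read the other way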
hIAP act – increases human intestinal alkaline phosphatase activity; AID 2524; purified human IAP, CDP-Star luminescence, 30 min; active compounds read high; 1 = vehicle-only enzyme, 0 = enzyme-free background; activation factor at 10 µM; actives 0.16% (n = 330,000); P09923;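 active = activation factor of the enzyme at least 2-fold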; note: the source names both 10 and 20 µM as test concentration; values of inactives mirror those of a sister screen read the other way
beta cell repl – MIN6 beta-cell proliferation induction | actives 0.29% (n = 330,000) | proliferation, % at 10 µM | AID 2380 | MIN6 cells proliferation, ATPlite luminescence, 48 h; cells starved in 0.2% serum; 100% = growth in 10% serum;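 active = compounds whose signal lies at least 3.5 SD above the mean of all wells on their plate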;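 note: 0% = DMSO-treated cells in low-serum medium and 100% = 10% serum control; some compounds called inactive have numbers as strong as hits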
MPTP block – inhibitors of mitochondrial permeability transition pore; isolated mouse mitochondria, Ca2+ swelling absorbance, 30 min; inhibition, % at 10 µM; actives 1.4% (n = 360,000); AID 602449;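 active = inhibition of 50% or more, scaled per plate between neutral and stimulator controls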;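 note: 0% = DMSO wells given calcium and 100% = 1 mM EGTA wells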
mIAP activ – mouse IAP activation | actives 0.24% (n = 330,000) | activation factor at 10 µM | muIAP, CDP-Star luminescence, 30 min; active compounds read high; 1 = vehicle-only enzyme signal, 0 = enzyme-free wells;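 active = activation factor of at least 2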; note: the source names both 10 and 20 µM as test concentration; values of inactives mirror those of a sister screen read the other way
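Assay system: mouse IAP enzyme; reagent: chemiluminescent substrate CDP-Star; dosing: test compounds delivered from DMSO solution; schedule: 30 min at room temperature; measured by: luminescence from enzymatic CDP-Star hydrolysis; controls: DMSO-only wells and no-enzyme negative control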
APOBEC3A inh – human APOBEC3A DNA deaminase inhibition | recombinant A3A, FAM/TAMRA ssDNA deamination fluorescence | actives 0.41% (n = 330,000) | P31941 | inhibition, % at 20 µM;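 active = at least 40% inhibition at 20 µM here, with at most 30% in a related deaminase screen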;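 note: plate controls were A3A with DMSO for no effect and wells lacking A3A enzyme for full effect; some results filed as inactive read as strong as hits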
Target sequence (P31941 whole entry, looked up): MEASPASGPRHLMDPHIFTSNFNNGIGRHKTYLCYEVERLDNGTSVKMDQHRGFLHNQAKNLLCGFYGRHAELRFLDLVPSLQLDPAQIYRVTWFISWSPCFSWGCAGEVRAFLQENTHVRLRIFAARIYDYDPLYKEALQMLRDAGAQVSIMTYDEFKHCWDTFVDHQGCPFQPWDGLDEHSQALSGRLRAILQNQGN
ATG4B inhibitor – blocks human ATG4B protease cleavage of LC3 substrate; inhibition, % at 8.33 µM; actives 0.51% (n = 340,000); ATG4B cleavage of LC3-PLA2, NBD-HPC fluorescence, 1 h; Q9Y4P1; AID 504462; in the data active = inhibition above about 40%
Target sequence (Q9Y4P1 whole entry, looked up): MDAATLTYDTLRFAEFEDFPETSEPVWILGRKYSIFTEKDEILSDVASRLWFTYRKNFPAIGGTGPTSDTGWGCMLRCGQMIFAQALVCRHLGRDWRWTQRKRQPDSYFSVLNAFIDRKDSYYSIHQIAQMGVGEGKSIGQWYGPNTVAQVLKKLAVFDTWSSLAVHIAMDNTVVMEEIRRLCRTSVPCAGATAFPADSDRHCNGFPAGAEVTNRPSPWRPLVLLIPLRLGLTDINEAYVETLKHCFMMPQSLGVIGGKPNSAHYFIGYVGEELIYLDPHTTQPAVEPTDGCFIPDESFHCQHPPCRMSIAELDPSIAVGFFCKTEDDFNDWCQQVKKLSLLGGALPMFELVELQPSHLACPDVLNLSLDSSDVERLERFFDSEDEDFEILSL
Active calls of the source: *; & = joins results of further samples.

SMILES	hIAP block	APOBEC3G inh	mIAP block	hIAP act	beta cell repl	MPTP block	mIAP activ	APOBEC3A inh	ATG4B inhibitor
CCOC(=O)c1c(C)cc(=O)oc1C	10	1	3	0.9	-1	-1.0	0.97	2	-4
CNc1ccccc(C(=O)/C=C/c2ccccc2OC)c1=O	-34	2	10	1.3	-1	0.6	0.9	4	0
O=C(Nc1ccc(F)cc1)Nn1cnnc1	6	-9	3	0.94	-4	-0.4	0.97	-1	-8
CCN(C(=O)CSc1ncccn1)c1c(N)n(Cc2ccccc2)c(=O)[nH]c1=O	3	-4	4	0.97	16*	-0.8	0.96	0	1
COc1cc(Br)c(-c2sc(Nc3ccccc3)n[n+]2-c2ccccc2)cc1OC	20	-3	-1	0.8	-5	1.6	1	-1	-15
O=C(CNc1ccccc1)N/N=C/c1c(O)ccc2ccccc12	-38	0	16	1.4	-4	5.8	0.83	3	-27
O=C(COc1ccccc1F)N1CCc2ccccc2C1	7	-6	4	0.93	-1	1.5	0.96	-3	-7
CCN(CC)C(=O)c1ccc2c(c1)nnn2C	13	-2	1	0.87	1	-0.4	0.99	1	-14
Cc1c(CN2CCN(c3cccc(C(F)(F)F)c3)CC2)c(=O)n(-c2ccccc2)n1C	-18	-6	9	1.2	-1	0.0	0.91	-3	-9
Cc1ccc(Cl)c2c1NC(=O)C2=O	7	-2	-2	0.93	-3	-0.3	1	5	2
Cc1nn(-c2cccc(Cl)c2)c2c1C(c1cccnc1)C(C#N)=C(N)O2 (stereo not drawn)	-7	-2	4	1.1	-6	17	0.96	-5	10
CN(C)S(=O)(=O)c1ccc(C(=O)NNC(=O)C23CC4CC(CC(C4)C2)C3)cc1	-32	-3	11	1.3	0	-1.9	0.89	0	-3
COc1ccccc1NC(=O)c1sc2nc3n(c(=O)c2c1C)CCC3	-12	-3	5	1.1	-1	0.5	0.95	-2	6
CCOC(=O)c1c(NC(=O)COc2ccccc2)sc2c1CC(C)(C)NC2(C)C	-10	-8	-2	1.1	-6	1.2	1	-2	-12
CCOc1ccccc1C(=O)Nc1cc2c(cc1N1CCCC1)n(CC)c(=O)n2CC	7	-7	-1	0.93	-6	-1.5	1	-7	-10
Cc1cccc(OCC(=O)NNC(=O)c2cc3ccccc3oc2=O)c1	-24	-2	21	1.2	0	-0.7	0.79	3	3
Cc1cc2nccc(-c3ccc(OCCCF)cc3)n2n1	-6	-8	4	1.1	1	0.0	0.96	-3	1
CC(C)C(=O)Nc1c2c(nn1-c1ccc(F)cc1)CSC2	-11	-9	4	1.1	-1	-0.4	0.96	-5	-3
CCOC(=O)[C@H]1[C@H]2COc3ccc(Cl)cc3[C@@H]2N2C(=O)c3ccc(C)cc3NC(=O)[C@@]12C	-6	-9	-6	1.1	-7	-1.0	1.1	-4	-3
CCCCN(CCCNC(=O)c1c(C)cc(=O)oc1C)c1ccccc1	14	-1	7	0.86	-1	-1.0	0.93	1	-3
CNc1nc(NC#N)nc(SC)n1	6	-8	3	0.94	-1	1.0	0.97	-2	0
COC(=O)CNC(=O)C1CCCN1C(=O)OC(C)(C)C (stereo not drawn)	12	-4	-2	0.88	-3	16	1	-1	15
COc1ccc(C(C)NC(=O)CCc2ccccc2)cc1 (stereo not drawn)	25	-10	-10	0.75	0	-0.9	1.1	-7	-4
Cc1cccn2cc(-c3ccccc3)nc12	0	0	13	1	-4	-2.4	0.87	0	-11
Cc1ccc(N2C(=O)C3C4CC(=O)C(c5ccccc54)C3C2=O)cc1C (stereo not drawn)	9	-8	5	0.91	-3	-2.5	0.95	-3	-1
Cc1ccc(C)n1-c1ccc(-c2nnc3n2CCCCC3)s1	-25	1	7	1.3	0	-5.5	0.93	3	3
COC(=O)c1cc(C(=O)CSc2nc(C)cc(C)n2)ccc1O	-3	-4	6	1	-2	-3.0	0.94	4	-1
N#C/C(=C\c1c(N2CCCCC2)nc2ccccn2c1=O)C(=O)NC1CCS(=O)(=O)C1 (stereo not drawn)	-4	-2	-5	1	0	2.6	1.1	2	-4
CN(C)/C=C1/OC(=O)C(C#N)=C1c1ccc(Cl)cc1	6	-3	0	0.94	2	0.5	1	-1	-1
O=C(NCCNCc1cccs1)c1ccccc1F	-5	-4	-11	1.1	2	-1.1	1.1	-3	-8

3 compounds already listed, ordered by heavy-atom count, descending.
SMILES	hIAP block	APOBEC3G inh	mIAP block	hIAP act	beta cell repl	MPTP block	mIAP activ	APOBEC3A inh	ATG4B inhibitor
Cc1ccc(N2C(=O)C3C4CC(=O)C(c5ccccc54)C3C2=O)cc1C (stereo not drawn)	9	-8	5	0.91	-3	-2.5	0.95	-3	-1
COC(=O)CNC(=O)C1CCCN1C(=O)OC(C)(C)C (stereo not drawn)	12	-4	-2	0.88	-3	16	1	-1	15
O=C(NCCNCc1cccs1)c1ccccc1F	-5	-4	-11	1.1	2	-1.1	1.1	-3	-8

As a working copy, 15 of the compounds above.
SMILES	hIAP block	APOBEC3G inh	mIAP block	hIAP act	beta cell repl	MPTP block	mIAP activ	APOBEC3A inh	ATG4B inhibitor
CCOC(=O)c1c(C)cc(=O)oc1C	10	1	3	0.9	-1	-1.0	0.97	2	-4
CNc1ccccc(C(=O)/C=C/c2ccccc2OC)c1=O	-34	2	10	1.3	-1	0.6	0.9	4	0
O=C(Nc1ccc(F)cc1)Nn1cnnc1	6	-9	3	0.94	-4	-0.4	0.97	-1	-8
CCN(C(=O)CSc1ncccn1)c1c(N)n(Cc2ccccc2)c(=O)[nH]c1=O	3	-4	4	0.97	16*	-0.8	0.96	0	1
COc1cc(Br)c(-c2sc(Nc3ccccc3)n[n+]2-c2ccccc2)cc1OC	20	-3	-1	0.8	-5	1.6	1	-1	-15
O=C(CNc1ccccc1)N/N=C/c1c(O)ccc2ccccc12	-38	0	16	1.4	-4	5.8	0.83	3	-27
O=C(COc1ccccc1F)N1CCc2ccccc2C1	7	-6	4	0.93	-1	1.5	0.96	-3	-7
CCN(CC)C(=O)c1ccc2c(c1)nnn2C	13	-2	1	0.87	1	-0.4	0.99	1	-14
Cc1c(CN2CCN(c3cccc(C(F)(F)F)c3)CC2)c(=O)n(-c2ccccc2)n1C	-18	-6	9	1.2	-1	0.0	0.91	-3	-9
Cc1ccc(Cl)c2c1NC(=O)C2=O	7	-2	-2	0.93	-3	-0.3	1	5	2
Cc1nn(-c2cccc(Cl)c2)c2c1C(c1cccnc1)C(C#N)=C(N)O2 (stereo not drawn)	-7	-2	4	1.1	-6	17	0.96	-5	10
CN(C)S(=O)(=O)c1ccc(C(=O)NNC(=O)C23CC4CC(CC(C4)C2)C3)cc1	-32	-3	11	1.3	0	-1.9	0.89	0	-3
COc1ccccc1NC(=O)c1sc2nc3n(c(=O)c2c1C)CCC3	-12	-3	5	1.1	-1	0.5	0.95	-2	6
CCOC(=O)c1c(NC(=O)COc2ccccc2)sc2c1CC(C)(C)NC2(C)C	-10	-8	-2	1.1	-6	1.2	1	-2	-12
CCOc1ccccc1C(=O)Nc1cc2c(cc1N1CCCC1)n(CC)c(=O)n2CC	7	-7	-1	0.93	-6	-1.5	1	-7	-10

Next section
SMILES	hIAP block	APOBEC3G inh	mIAP block	hIAP act	beta cell repl	MPTP block	mIAP activ	APOBEC3A inh	ATG4B inhibitor
Cn1c(=O)c(=O)n(C)c2cc(N3CCCC3)c(NS(=O)(=O)c3ccc(F)cc3)cc21	-12	4	8	1.1	-1	-1.9	0.92	3	3
CCCCCCCCCCCCCCCC[n+]1cccc(C(=O)N(CC)CC)c1	17	-10	12	0.83	-6	0.2&-3.7	0.88	0	6&22
Cc1ccc(-n2ncc3c(N4CCC(C(N)=O)CC4)ncnc32)c(C)c1	2	4	6	0.97	-2	-0.5	0.94	4	4
COc1ccc(N2CCN(C(=O)Cc3ccc(C)cc3)CC2)cc1	-11	-5	0	1.1	0	0.1	1	1	-3
O=C(Nc1ccc(Cl)cc1)c1ccncc1	-44	-12	-6	1.4	-1	-1.6	1.1	-10	-10
COC(=O)CNS(=O)(=O)c1ccc(C)cc1	14	-7	-2	0.86	0	-0.4	1	-3	-8
Cc1ccc2sc(N(CCCN(C)C)C(=O)c3ccc(S(=O)(=O)N(C)C)cc3)nc2c1C	4	0	-3	0.96	-4	-1.9	1	2	-10
CSCC[C@H](NC(=O)C(C)(C)Oc1ccc(Cl)cc1)c1nc2ccccc2[nH]1	-34	-8	-64	1.3	-3	8.5	1.6	-3	-5
CC(=O)c1ccc(OCCn2c(SCC(=O)O)nc3ccccc32)cc1	5	-3	4	0.95	2	1.0	0.96	-6	-1
CN1CCN(c2nc3c(c(=O)n(C)c(=O)n3C)n2Cc2ccccc2F)CC1	-25	0	-9	1.2	-4	0.0	1.1	-5	-2
Cc1cc2c(c(=O)o1)C(C1C=CCCC1)C(C#N)=C(N)O2 (stereo not drawn)	5	2	-1	0.95	-4	-0.5	1	4	-6
C=CCOc1ccc(C(=O)Nc2ncn[nH]2)cc1	-80	-7	-10	1.8	-4	0.2	1.1	4	-1
OC(Cn1cccn1)c1ccccc1 (stereo not drawn)	-15	1	-7	1.1	-3	8.0	1.1	2	-8
Cc1ccc(N2CC(C(=O)N3CCCCCC3)CC2=O)cc1 (stereo not drawn)	-25	-4	-4	1.3	0	-1.5	1	-1	5
CCC(C(=O)NCCc1c[nH]c2ccc(C)cc12)c1ccccc1 (stereo not drawn)	-4	-5	-14	1	-1	0.2	1.1	-1	-4
COc1ccc(C2CC(c3ccccc3)=NN2C(=O)COC(=O)C2CC2)cc1 (stereo not drawn)	-1	-2	4	1	-2	0.1	0.96	2	-10
CCOC(=O)c1c(C)c(C(=O)NCc2ccco2)c(C)n1Cc1ccccc1	-4	-2	-3	1	0	-0.8	1	12	3
COc1cc2c(cc1C1NC(=S)NC(C)=C1C(N)=O)CCCC2 (stereo not drawn)	-6	-6	-4	1.1	-1	-1.2	1	-3	-2
CCc1ccc(C(=O)COC(=O)CNC(=O)Cc2ccccc2)cc1	-8	5	-6	1.1	1	0.0	1.1	3	2
Cc1ccc(COCCN2CCN(S(=O)(=O)c3ccccc3)CCC2=O)cc1	1	-12	-10	0.99	-2	2.2	1.1	-5	8
COC(=O)c1ccc(CSc2nnc3n(Cc4ccccc4OC)c(=O)c4ccccc4n23)o1	5	-6	-4	0.95	1	-1.1	1	-4	-11
O=C(O)CCCN=CC1=C(O)CNC1=O	-1	-8	-4	1	-3	2.3	1	-1	-8
COc1cc(CN2CCCCCC2)cc(OC)c1OC	-16	-2	2	1.2	-1	-0.5	0.98	-5	-5
N#CC(C(=O)NC1CCCCC1)=C1CCCCC1	-12	-7	-14	1.1	-1	1.7	1.1	1	2
O=S(=O)(NCC(c1cccnc1)N1CCc2ccccc2C1)c1ccccc1 (stereo not drawn)	8	5	2	0.92	0	-1.0	0.98	5	-13
COc1ccc(N(CC(=O)NN=C2CCN(C)CC2)S(=O)(=O)c2ccc(NC(C)=O)cc2)cc1	-2	-3	-4	1	1	-0.8	1	0	4
